Bioassay records: PubChem BioAssay, Broad Institute
TcdB GH inh: TcdB glycohydrolase inhibition | TcdB glycohydrolase enzymatic assay, plate reader | AID 652162 | inhibition, % at 9.99 µM | actives 0.24% (n = 350,000) | P18177; in the data active means inhibition above about 10%
Target sequence (P18177 whole entry, looked up): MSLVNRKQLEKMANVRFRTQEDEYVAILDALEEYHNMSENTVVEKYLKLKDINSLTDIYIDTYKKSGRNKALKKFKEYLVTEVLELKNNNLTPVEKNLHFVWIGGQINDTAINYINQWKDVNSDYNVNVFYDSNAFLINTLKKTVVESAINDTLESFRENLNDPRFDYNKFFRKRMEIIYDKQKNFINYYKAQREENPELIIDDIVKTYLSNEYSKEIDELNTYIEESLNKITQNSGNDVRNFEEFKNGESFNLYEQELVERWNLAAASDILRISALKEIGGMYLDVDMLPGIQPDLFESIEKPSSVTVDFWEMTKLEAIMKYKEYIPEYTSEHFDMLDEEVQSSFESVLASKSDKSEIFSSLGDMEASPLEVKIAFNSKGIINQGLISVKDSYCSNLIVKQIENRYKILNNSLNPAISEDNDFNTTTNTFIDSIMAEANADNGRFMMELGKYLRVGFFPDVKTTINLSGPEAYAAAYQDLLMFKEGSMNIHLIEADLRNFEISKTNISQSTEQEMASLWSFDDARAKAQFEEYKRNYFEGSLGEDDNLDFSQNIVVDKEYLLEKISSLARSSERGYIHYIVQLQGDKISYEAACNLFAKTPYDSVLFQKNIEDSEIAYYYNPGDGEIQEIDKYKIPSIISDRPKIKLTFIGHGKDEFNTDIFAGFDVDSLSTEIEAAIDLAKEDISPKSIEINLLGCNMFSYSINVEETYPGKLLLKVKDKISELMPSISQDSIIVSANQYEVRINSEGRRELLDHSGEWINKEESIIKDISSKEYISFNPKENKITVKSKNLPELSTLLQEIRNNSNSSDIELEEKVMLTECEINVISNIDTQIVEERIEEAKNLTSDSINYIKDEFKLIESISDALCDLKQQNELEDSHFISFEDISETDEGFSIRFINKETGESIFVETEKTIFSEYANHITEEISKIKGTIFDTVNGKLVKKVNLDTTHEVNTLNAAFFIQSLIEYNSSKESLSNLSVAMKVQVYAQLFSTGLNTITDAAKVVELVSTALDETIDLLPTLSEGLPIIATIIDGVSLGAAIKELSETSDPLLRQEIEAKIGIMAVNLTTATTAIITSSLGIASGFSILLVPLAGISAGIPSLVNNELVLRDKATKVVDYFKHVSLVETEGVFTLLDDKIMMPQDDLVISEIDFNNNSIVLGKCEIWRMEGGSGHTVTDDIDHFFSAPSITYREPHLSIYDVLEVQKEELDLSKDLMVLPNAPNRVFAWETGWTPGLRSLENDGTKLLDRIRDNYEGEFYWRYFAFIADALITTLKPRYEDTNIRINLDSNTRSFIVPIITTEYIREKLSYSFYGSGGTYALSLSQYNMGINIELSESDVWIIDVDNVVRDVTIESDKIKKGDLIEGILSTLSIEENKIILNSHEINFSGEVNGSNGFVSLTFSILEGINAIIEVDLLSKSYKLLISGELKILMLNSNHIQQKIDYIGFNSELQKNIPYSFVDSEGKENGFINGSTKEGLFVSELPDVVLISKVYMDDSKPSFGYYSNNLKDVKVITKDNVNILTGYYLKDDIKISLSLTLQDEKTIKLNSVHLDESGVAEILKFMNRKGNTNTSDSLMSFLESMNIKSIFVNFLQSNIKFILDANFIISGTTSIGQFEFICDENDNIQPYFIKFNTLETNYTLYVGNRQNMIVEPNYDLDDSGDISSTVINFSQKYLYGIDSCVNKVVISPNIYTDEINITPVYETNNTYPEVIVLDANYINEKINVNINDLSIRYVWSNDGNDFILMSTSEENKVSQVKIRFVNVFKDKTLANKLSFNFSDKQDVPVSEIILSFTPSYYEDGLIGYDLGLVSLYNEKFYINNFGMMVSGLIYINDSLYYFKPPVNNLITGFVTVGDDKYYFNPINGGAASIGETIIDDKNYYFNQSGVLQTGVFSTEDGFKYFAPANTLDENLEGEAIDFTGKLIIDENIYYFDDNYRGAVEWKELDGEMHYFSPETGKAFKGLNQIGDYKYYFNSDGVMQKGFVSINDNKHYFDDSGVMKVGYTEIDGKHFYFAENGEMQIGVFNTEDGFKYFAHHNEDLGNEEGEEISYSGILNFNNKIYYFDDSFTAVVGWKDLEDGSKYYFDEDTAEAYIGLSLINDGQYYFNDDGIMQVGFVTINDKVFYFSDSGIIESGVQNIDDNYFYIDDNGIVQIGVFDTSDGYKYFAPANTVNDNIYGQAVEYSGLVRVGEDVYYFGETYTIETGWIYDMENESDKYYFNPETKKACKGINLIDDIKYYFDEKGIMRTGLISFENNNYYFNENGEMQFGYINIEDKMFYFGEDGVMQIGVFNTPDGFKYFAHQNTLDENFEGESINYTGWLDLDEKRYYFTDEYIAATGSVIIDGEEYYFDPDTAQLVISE
* = called active by the depositor; & = joins results of further samples.

Preview (12 entries):
SMILES	TcdB GH inh
C#Cc1ccc([C@H]2C=C(C(=O)NC3CC3)O[C@@H](OCc3ccc(CO)cc3)C2)cc1	-2.4
CN1C(=O)c2cc(NC(=O)Cc3ccccc3)ccc2OC[C@H]2O[C@H](CC(=O)NC3CCC3)CC[C@@H]21	-0.2
C[C@@H]1CN([C@H](C)CO)C(=O)c2cc(NC(=O)CCC(F)(F)F)ccc2O[C@@H](C)CCCCO[C@H]1CN(C)C(=O)Nc1ccc2c(c1)OCO2	-0.7
CC(C)(C)[S@@](=O)N1Cc2cc(C(=O)N3CCCCC3)nc(-c3cccc(-c4ccc(F)cc4)c3)c2[C@H]1CCO	0.7
C[C@@H]1CCCCO[C@@H](CN(C)C(=O)CCC(F)(F)F)[C@H](C)CN([C@H](C)CO)C(=O)c2cc(NS(=O)(=O)c3ccc(F)cc3)ccc2O1	-0.1
Cc1ccc(S(=O)(=O)N2CC[C@@H]3[C@H]2c2cc(C#Cc4ccccc4F)ccc2N[C@@H]3CO)cc1	0.9
C[C@@H]1CN([C@H](C)CO)C(=O)c2cc(/C=C/c3ccccc3)cnc2O[C@H]1CN(C)C	-0.4
CC(C)NC(=O)N(C)C[C@@H]1Oc2ccc(NC(=O)Cc3cn(C)c4ccccc34)cc2CC(=O)N([C@H](C)CO)C[C@H]1C	-0.9
C[C@H]1CN([C@@H](C)CO)S(=O)(=O)c2ccc(-c3ccc(C(=O)N(C)C)cc3)cc2O[C@H]1CN(C)C(=O)C1CCCCC1	1.5
O=C(NCCCN1CCOCC1)[C@H]1[C@H](CO)[C@H]2Cn3c(cccc3=O)[C@@H]1N2C(=O)C1CCCCC1	-0.7
C[C@@H]1CN([C@H](C)CO)C(=O)Cc2cc(NC(=O)C3CC3)ccc2O[C@@H]1CN(C)Cc1ccc(Cl)c(Cl)c1	1.1
C[C@H](CO)N1C[C@H](C)[C@@H](CN(C)S(=O)(=O)c2ccccc2F)Oc2cc(-c3ccccc3)ccc2S1(=O)=O	-1.8

The whole of this part, from the start:
SMILES	TcdB GH inh
C#Cc1ccc([C@H]2C=C(C(=O)NC3CC3)O[C@@H](OCc3ccc(CO)cc3)C2)cc1	-2.4
CN1C(=O)c2cc(NC(=O)Cc3ccccc3)ccc2OC[C@H]2O[C@H](CC(=O)NC3CCC3)CC[C@@H]21	-0.2
C[C@@H]1CN([C@H](C)CO)C(=O)c2cc(NC(=O)CCC(F)(F)F)ccc2O[C@@H](C)CCCCO[C@H]1CN(C)C(=O)Nc1ccc2c(c1)OCO2	-0.7
CC(C)(C)[S@@](=O)N1Cc2cc(C(=O)N3CCCCC3)nc(-c3cccc(-c4ccc(F)cc4)c3)c2[C@H]1CCO	0.7
C[C@@H]1CCCCO[C@@H](CN(C)C(=O)CCC(F)(F)F)[C@H](C)CN([C@H](C)CO)C(=O)c2cc(NS(=O)(=O)c3ccc(F)cc3)ccc2O1	-0.1
Cc1ccc(S(=O)(=O)N2CC[C@@H]3[C@H]2c2cc(C#Cc4ccccc4F)ccc2N[C@@H]3CO)cc1	0.9
C[C@@H]1CN([C@H](C)CO)C(=O)c2cc(/C=C/c3ccccc3)cnc2O[C@H]1CN(C)C	-0.4
CC(C)NC(=O)N(C)C[C@@H]1Oc2ccc(NC(=O)Cc3cn(C)c4ccccc34)cc2CC(=O)N([C@H](C)CO)C[C@H]1C	-0.9
C[C@H]1CN([C@@H](C)CO)S(=O)(=O)c2ccc(-c3ccc(C(=O)N(C)C)cc3)cc2O[C@H]1CN(C)C(=O)C1CCCCC1	1.5
O=C(NCCCN1CCOCC1)[C@H]1[C@H](CO)[C@H]2Cn3c(cccc3=O)[C@@H]1N2C(=O)C1CCCCC1	-0.7
C[C@@H]1CN([C@H](C)CO)C(=O)Cc2cc(NC(=O)C3CC3)ccc2O[C@@H]1CN(C)Cc1ccc(Cl)c(Cl)c1	1.1
C[C@H](CO)N1C[C@H](C)[C@@H](CN(C)S(=O)(=O)c2ccccc2F)Oc2cc(-c3ccccc3)ccc2S1(=O)=O	-1.8
Cc1noc(C)c1NC(=O)N(C)C[C@H]1OCCCC[C@@H](C)Oc2ccc(NC(=O)C3CCCCC3)cc2C(=O)N([C@@H](C)CO)C[C@H]1C	0.6
Cc1ccc(S(=O)(=O)N(C)C[C@H]2Oc3ccc(NC(=O)CCC(F)(F)F)cc3C(=O)N([C@H](C)CO)C[C@@H]2C)cc1	-3.6
C[C@@H]1CN([C@H](C)CO)C(=O)c2cc(Br)cnc2O[C@@H]1CN(C)C(=O)C1CCCCC1	1.3
C[C@H](CO)N1C[C@H](C)[C@@H](CN(C)Cc2ccc(-c3ccccc3)cc2)Oc2ccc(NS(=O)(=O)c3ccc(Cl)cc3)cc2C1=O	-0.8
O=C(C[C@@H]1CC[C@@H](NS(=O)(=O)c2ccc(F)cc2)[C@@H](CO)O1)NC1CCC1	-0.2
Cc1ccc(S(=O)(=O)Nc2ccc3c(c2)C(=O)N([C@H](C)CO)C[C@H](C)[C@H](CN(C)S(C)(=O)=O)OCCCC[C@@H](C)O3)cc1	0.1
CCN(C[C@H]1[C@H](c2ccccc2)[C@H](CO)N1CC1CC1)C(=O)c1ccccn1	0.2
C[C@@H]1CN([C@@H](C)CO)C(=O)Cc2cc(NS(C)(=O)=O)ccc2O[C@@H]1CN(C)S(=O)(=O)c1cccs1	2.8
Cc1noc(C)c1S(=O)(=O)Nc1ccc2c(c1)C(=O)N([C@@H](C)CO)C[C@@H](C)[C@H](CN(C)S(=O)(=O)c1c(C)noc1C)OCCCC[C@H](C)O2	0.6
COCC#Cc1cnc2c(c1)C(=O)N([C@H](C)CO)C[C@H](C)[C@H](CN(C)C(=O)c1ccc3c(c1)OCO3)O2	0.0
COc1ccc(NC(=O)Nc2ccc3c(c2)C(=O)N([C@@H](C)CO)C[C@H](C)[C@@H](CN(C)Cc2ccccc2)O3)cc1	0.3
O=C(NC1CCCC1)N[C@H]1CC[C@H](CC(=O)N2CCOCC2)O[C@H]1CO	-0.4
C[C@@H](NC(=O)[C@@H]1[C@@H](CO)[C@@H]2Cn3c(ccc(-c4ccncc4)c3=O)[C@@H]2N1C)c1ccccc1	0.8
COc1ccccc1C#Cc1ccc2c(c1)O[C@@H](CN(C)C)[C@@H](C)CN([C@@H](C)CO)S2(=O)=O	0.4
C[C@@H]1CN([C@H](C)CO)C(=O)c2c(c3ccccc3n2C)-c2ccccc2CO[C@@H]1CN(C)C(=O)C1CC1	-0.9
Cc1ccc(S(=O)(=O)Nc2ccc3c(c2)C(=O)N([C@H](C)CO)C[C@H](C)[C@@H](CN(C)C(=O)Nc2cccc4ccccc24)O3)cc1	1.2
Cc1noc(C)c1NC(=O)N(C)C[C@@H]1OCCCC[C@@H](C)Oc2ccc(NC(=O)Nc3ccc(C(F)(F)F)cc3)cc2C(=O)N([C@H](C)CO)C[C@H]1C	0.6
O=C(CN1CCOCC1)N[C@H]1CC[C@@H](CCn2cc(C3CCCC3)nn2)O[C@@H]1CO	0.4
C[C@@H]1CCCCO[C@@H](CN(C)C(=O)c2ccncc2)[C@H](C)CN([C@H](C)CO)C(=O)c2cc(NS(=O)(=O)c3ccc(F)cc3)ccc2O1	1.1
COc1ccc2c3c([nH]c2c1)[C@@H](CO)N(Cc1nccs1)CC31CCN(Cc2cncnc2)CC1	1.0
COc1cccc(CNC(=O)C[C@H]2CC[C@@H](NC(C)=O)[C@H](CO)O2)c1	0.0
COc1ccc(-c2ccc([C@H]3[C@@H](CO)N4C(=O)CN(Cc5ccccc5)C[C@@H]34)cc2)cc1	-0.1
CCCC#Cc1ccc2c(c1)O[C@@H](CN(C)CC1CC1)[C@@H](C)CN([C@H](C)CO)S2(=O)=O	-0.1
CN(C)CC(=O)N1[C@H](C#N)[C@@H](c2ccc(C#CC3CCCCC3)cc2)[C@H]1CO	-1.0
CCCNC(=O)N1C[C@H](C)[C@H](OC)CN(C)C(=O)c2cc(NC(=O)CC)ccc2OC[C@@H]1C	-0.3
C[C@@H]1CCCCO[C@H](CN(C)Cc2ccncc2)[C@@H](C)CN([C@H](C)CO)C(=O)c2cc(NC(=O)Nc3cccc4ccccc34)ccc2O1	-0.9
COCC#Cc1ccc([C@@H]2[C@H](CO)N3C(=O)CN(C(=O)C4CCCCC4)C[C@@H]23)cc1	0.2
O=C(C[C@@H]1C[C@@H]2c3cc(NS(=O)(=O)c4ccccc4)ccc3O[C@@H]2[C@H](CO)O1)NCC1CC1	0.1
CC(C)NC(=O)Nc1ccc2c(c1)CC(=O)N([C@H](C)CO)C[C@H](C)[C@H](CN(C)Cc1ccc(Cl)c(Cl)c1)O2	-7.2
C[C@@H]1CCCCO[C@H](CN(C)S(=O)(=O)c2cn(C)cn2)[C@@H](C)CN([C@@H](C)CO)C(=O)c2cc(NC(=O)C3CCCCC3)ccc2O1	0.1
CC(C)NC(=O)N1CCCCN2[C@H](C1)[C@H](c1ccc(C#Cc3ccccc3)cc1)[C@@H]2CO	2.0
O=S(=O)(c1cccc(F)c1)N1[C@@H]2CNC[C@H]1C2c1ccc(-c2ccccc2)cc1 (stereo not given in full)	-0.1&-0.1
COc1ccc(S(=O)(=O)N[C@@H]2CC[C@H](CCn3cc(-c4cccc(F)c4)nn3)O[C@@H]2CO)cc1	0.7
CO[C@H]1CN(C)C(=O)c2cc(NC(=O)Nc3ccc(C(F)(F)F)cc3)ccc2OC[C@H](C)NC[C@H]1C	-11
C[C@H]1CN([C@@H](C)CO)C(=O)c2cc(/C=C/c3ccccc3)cnc2O[C@H]1CN(C)C(=O)C1CCC1	0.5
O=C(Nc1ccc2c(c1)[C@H]1C[C@@H](CC(=O)N3CCCCC3)O[C@H](CO)[C@H]1O2)c1ccc2c(c1)OCO2	3.8
O=C(C[C@H]1CC[C@@H]2[C@H](COC[C@@H](O)CN2C(=O)Cc2ccccc2)O1)NC1Cc2ccccc2C1	0.3
COc1ccc(S(=O)(=O)Nc2ccc3c(c2)CC(=O)N([C@H](C)CO)C[C@H](C)[C@H](CN(C)Cc2ccc(Cl)c(Cl)c2)O3)cc1	0.8
O=C(C[C@@H]1CC[C@@H]2[C@H](COC[C@@H](O)CN2S(=O)(=O)c2ccc(F)cc2)O1)NCC1CCCCC1	0.9
COc1cccc(C#Cc2ccc([C@@H]3[C@@H](CO)N(C(=O)C4CCC4)[C@H]3C#N)cc2)c1	-0.2
Cc1ccc(-c2ccc3c(c2)O[C@H](CN(C)Cc2ccc(C(=O)O)cc2)[C@@H](C)CN([C@@H](C)CO)S3(=O)=O)cc1	-1.8
O=C(C[C@H]1C=C[C@@H](NC(=O)C2CC2)[C@@H](CO)O1)NCCCN1CCOCC1	-3.5
COc1ccc(S(=O)(=O)N(C)C[C@H]2OCCCC[C@H](C)Oc3ccc(NC(=O)C4CCCCC4)cc3C(=O)N([C@H](C)CO)C[C@@H]2C)cc1	-0.4
C[C@@H]1CN([C@@H](C)CO)C(=O)c2cc(C#CC3(O)CCCC3)cnc2O[C@@H]1CN(C)CC1CC1	-0.8
O=C(C[C@@H]1C=C[C@H](NC(=O)c2ccncc2)[C@@H](CO)O1)NCCc1ccncc1	-1.7
CO[C@H]1CN(C)C(=O)c2cc(NS(=O)(=O)c3ccc(Cl)cc3)ccc2OC[C@H](C)N(C)C[C@H]1C	-0.9
C[C@@H]1CN([C@H](C)CO)S(=O)(=O)c2ccc(C3=CCCCC3)cc2O[C@@H]1CN(C)C(=O)C1CCCCC1	0.8
C[C@@H]1CN([C@H](C)CO)C(=O)Cc2cc(NS(=O)(=O)c3ccccc3)ccc2O[C@H]1CN(C)Cc1ccc(C(=O)O)cc1	-1.6
Additional results
SMILES	TcdB GH inh
C[C@@H]1CCCCO[C@@H](CN(C)Cc2ccccc2)[C@H](C)CN([C@H](C)CO)C(=O)c2cc(NC(=O)CCC(F)(F)F)ccc2O1	0.1
CC(C)NC(=O)N(C)C[C@@H]1Oc2ccc(NC(=O)Cc3ccccc3)cc2C(=O)N([C@@H](C)CO)C[C@H]1C	-0.8
COc1cccc(C#Cc2ccc3c(c2)[C@H]2[C@H](CCN2C(C)=O)[C@H](CO)N3)c1	0.8
CO[C@@H]1CN(C)C(=O)c2ccc(NS(=O)(=O)c3ccccc3)cc2OC[C@@H](C)N(C)C[C@H]1C	0.9
O=C(C[C@@H]1C=C[C@H](NC(=O)Nc2ccccc2F)[C@@H](CO)O1)NCc1ccc(-c2ccccc2)cc1	-11
C[C@@H]1CN([C@@H](C)CO)C(=O)Cc2cc(NC(=O)CCC(F)(F)F)ccc2O[C@H]1CN(C)S(C)(=O)=O	0.8
COc1ccc(NC(=O)N2C[C@H](O)COC[C@H]3O[C@H](CC(=O)NC4Cc5ccccc5C4)CC[C@@H]32)cc1	-2.6
COc1ccccc1NC(=O)N[C@@H]1C=C[C@H](CC(=O)N[C@@H](C)c2ccccc2)O[C@H]1CO	-1.3
C[C@H](CO)N1C[C@H](C)[C@@H](CN(C)C(=O)CCC(F)(F)F)OCc2ccccc2-c2c(n(C)c3ccccc23)C1=O	0.0
CC(=O)N1[C@H](CO)[C@H](c2ccccc2)C12CN(C(=O)Cc1ccccc1)C2	1.2
C[C@H]1CN([C@@H](C)CO)S(=O)(=O)c2ccc(C#Cc3ccccn3)cc2O[C@@H]1CN(C)Cc1ccc(F)cc1	-1.0
Cc1noc(C)c1NC(=O)Nc1ccc2c(c1)C(=O)N([C@H](C)CO)C[C@H](C)[C@@H](CN(C)S(=O)(=O)c1ccccc1)OCCCC[C@H](C)O2	0.4
O=C(C[C@@H]1CC[C@@H](NC(=O)NC2CCCCC2)[C@@H](CO)O1)NCc1ccc(Cl)cc1	-0.4
CO[C@@H]1CN(C)C(=O)c2cc(NC(C)=O)ccc2OC[C@H](C)N(C(=O)c2ccncc2)C[C@@H]1C	0.6
COCCNC(=O)C[C@@H]1C=C[C@@H](NS(=O)(=O)c2ccc(C)cc2)[C@H](CO)O1	0.5
COCC(=O)Nc1ccc2c(c1)C(=O)N(C)[C@@H]1CC[C@@H](CC(=O)NC3Cc4ccccc4C3)O[C@H]1CO2	-0.5
O=C(Nc1ccc(Cl)cc1)N[C@H]1CC[C@@H](CCNC(=O)c2cc(Cl)cc(Cl)c2)O[C@H]1CO	-0.5
O=C(C[C@@H]1CC[C@H]2NC[C@@H](O)COC[C@@H]2O1)NCCN1CCCC1	-0.1
Cc1ccc(S(=O)(=O)Nc2ccc3c(c2)C(=O)N([C@@H](C)CO)C[C@H](C)[C@@H](CN(C)Cc2ccc(C(F)(F)F)cc2)OCCCC[C@@H](C)O3)cc1	2.2
CC(=O)N(C)C[C@@H]1OCc2ccccc2-c2ccccc2C(=O)N([C@H](C)CO)C[C@@H]1C	0.2

These rows are one share of the data; the hit share may differ from the screen's.
